# Screening data deposited in PubChem by Emory University Molecular Libraries Screening Center.
# 14-3-3 PPI = 14-3-3 gamma protein interaction modulation; P61981; FP, 14-3-3gamma / TMR-pS259-Raf peptide binding; inhibition, % at 40 µM; 160,000 compounds, 0.19% hits; AID 422; in the data active = inhibition above about 30%;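 note: 0% = protein plus tracer without compound and 100% = blank with tracer alone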
# Target sequence (P61981 whole entry, looked up): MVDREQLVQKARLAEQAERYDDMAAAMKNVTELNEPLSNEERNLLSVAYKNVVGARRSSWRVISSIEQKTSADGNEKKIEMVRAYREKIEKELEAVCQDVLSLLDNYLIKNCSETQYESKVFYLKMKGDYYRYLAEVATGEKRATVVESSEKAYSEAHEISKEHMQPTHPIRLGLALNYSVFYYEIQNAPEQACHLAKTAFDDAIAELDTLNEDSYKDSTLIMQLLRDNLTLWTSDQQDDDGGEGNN
# Starred values were filed as active, the others as inactive; & = joins results of further samples. These rows are one share of the data, so the mix of outcomes need not match the whole.
canonical_smiles,14-3-3 PPI
COc1cc2c(cc1OC)C(C(=O)O)C(c1cccc([N+](=O)[O-])c1)N(C)C2=O (configuration not stated),-5
CCc1ccc2nc(N3CCC(C(=O)NC4CCCC4)CC3)sc2c1,1
CC(=O)OCc1c(COC(C)=O)[n+](=O)c2ccccc2n1[O-],-8
COc1cccc2cc(-c3cn(-c4cccc(SC)c4)c(=S)[nH]3)c(=O)oc12,-26
Cc1onc(-c2ccccc2Cl)c1-c1nc(-c2ccccc2Cl)no1,-3
CN(CCC#N)C(=O)Cn1nc(Cc2ccncc2)c2ccccc2c1=O,-1
CCOc1cc(C(=S)N2CCOCC2)ccc1O,-1
CCOC(=O)C1CCCN(CCC(=O)Nc2cc([N+](=O)[O-])ccc2OC)C1 (configuration not stated),-10
COCCNC(=O)CN(C(=O)Cn1nnc2ccccc21)c1ccc(F)c(Cl)c1,-6
CCOC(=O)C1CCCN(c2cc(Nc3ccc(OCC)cc3)c3c4c(onc24)-c2ccccc2C3=O)C1 (configuration not stated),-250
CCOC(=O)c1c(NC(=O)COc2ccc(Cl)cc2C)sc2c1CCCC2,-5
Cc1ccc(NC(=O)c2cc(-c3ccccc3)nc3ccc(C)cc23)cc1,-18
O=C(Nc1nc2c(s1)CCc1ccccc1-2)c1ccc(S(=O)(=O)N2CCCC2)cc1,-4
C=CCn1c(-c2ccc(C)cc2)csc1=Nc1ccc(C)cc1,2
O=C(COc1ccccc1Br)Nc1ccc2c(c1)OCO2,-3
O=C(NCc1ccc(C(=O)NCC2CCCO2)cc1)c1ccc(Br)cc1 (configuration not stated),6

# Rewritten with each value named: part of the list above
C=CCn1c(-c2ccc(C)cc2)csc1=Nc1ccc(C)cc1
  14-3-3 PPI: 2
CCOC(=O)C1CCCN(c2cc(Nc3ccc(OCC)cc3)c3c4c(onc24)-c2ccccc2C3=O)C1 (configuration not stated)
  14-3-3 PPI: -250
O=C(COc1ccccc1Br)Nc1ccc2c(c1)OCO2
  14-3-3 PPI: -3
O=C(Nc1nc2c(s1)CCc1ccccc1-2)c1ccc(S(=O)(=O)N2CCCC2)cc1
  14-3-3 PPI: -4

# A section from further up:
canonical_smiles,14-3-3 PPI
C=CCn1c(-c2ccc(C)cc2)csc1=Nc1ccc(C)cc1,2
O=C(COc1ccccc1Br)Nc1ccc2c(c1)OCO2,-3

# (more compounds)
canonical_smiles,14-3-3 PPI
Cc1nc2cccc(C(=O)Oc3ccccc3)c2o1,-14
CCCNS(=O)(=O)c1ccc(F)c(C(=O)Nc2cc(C)ccc2OC)c1,-28
Cc1ccc(C(=O)O)cc1S(=O)(=O)N1CCOCC1,7
CCOC(=O)c1cc(CC)sc1NC(=O)c1cccs1,-1
O=c1oc2ccccc2n1CSc1nc2ccccc2s1,-1
CCCCOc1ccc(C(=O)OC(C)CN(C)C)cc1 (configuration not stated),0
CCN(CC)CCCN1C(=O)C(O)=C(C(=O)c2cc3cccc(OC)c3o2)C1c1ccncc1 (configuration not stated),-7
Cc1ccc(CNC(=O)c2ccc3c(c2)N(Cc2cc(C)ccc2C)C(=O)CS3)cc1,-9
CCOC(=O)Cc1ccc(N(Cc2cccs2)S(=O)(=O)c2cccc(Cl)c2)cc1,-4
COc1ccccc1NC(=O)Cn1nnc(-c2ccccc2NC(=O)c2cccs2)n1,3
OC(COc1ccc2cc(Br)ccc2c1)CN1CCN(c2ccccn2)CC1 (configuration not stated),-5
COc1ccc(CN(C(=O)CN2C(=O)COc3ccccc32)C2CCCC2)c(OC)c1,-1
Cc1ccc(NC(=O)c2cc(S(=O)(=O)NC3CCCC3)ccc2F)cc1Cl,-4
O=C1C2ON(c3ccccc3)C(c3cccnc3)C2C(=O)N1c1ccc(Cl)c(Cl)c1 (configuration not stated),2
CC1(C)COC(C=Cc2ccc([N+](=O)[O-])cc2)=N1,-3
CCCCOc1ccc(-c2nc(NC(=O)CC)c3c(=O)oc4ccccc4c3n2)cc1,-8
CC(=O)C1=C(O)C(=O)N(Cc2ccccc2)C1c1ccc(Cl)cc1 (configuration not stated),-5
CCCCCOC(=O)Nc1ccc(S(=O)(=O)Nn2cnnc2)cc1,-7
Cc1ccccc1Cc1c(C)nc2nc(SCC(=O)NCc3cccs3)nn2c1C,-5
CSCCC1NC2(C(=O)Nc3c2ccc(Cl)c3C)[C@@H]2C(=O)N(C3CCCC3)C(=O)[C@H]12 (some centres not stated),-1
Cc1c(O)ccc(C(=O)COc2ccccc2F)c1O,-1
COc1cc(C(=S)N2CCOCC2)cc(OC)c1OC(=O)c1ccc(C)cc1,6
Cc1cc(C)n2c(Nc3ccc(C(C)C)cc3)c(-c3ccsc3)nc2n1,-15
Cc1ccc(-c2nn(CC(=O)N3CCC(Cc4ccccc4)CC3)c(=O)c3ccccc23)cc1,-4
Cc1sc2ncn(CC(=O)NCC(=O)Nc3ccc4c(c3)OCO4)c(=O)c2c1C,-11
Oc1c(C(c2ccccc2)N2CCCCC2)sc2ncnn12 (configuration not stated),0
C=C(C1CC1)N(Cc1ccccc1)C(=O)c1ccc(Cl)cc1,-4
COc1cc2c(cc1OC)C(COc1ccc(F)cc1)N(C(=O)Cc1ccccc1)CC2 (configuration not stated),-14
CCOC(=O)Cc1cc(=O)n2[nH]c(C)c(-c3ccc(OC)cc3)c2n1,-13
O=c1oc2ccccc2c2c1ncn2-c1ccccc1,-2
COc1ccccc1C1(CCN=Cc2ccccc2)CCOC(C)(C)C1 (configuration not stated),3
CCOC(=O)CSc1nnc(CNc2cccc(Cl)c2)n1-c1ccccc1,-13
O=C(CSc1nnc2sc3ccccc3n12)Nc1ccc2ccccc2c1,3
Cc1ccc(NC(=O)Cn2nnc(C(=O)Nc3ccc(C)c(C)c3)c2N)cc1,-6
CCOC(=O)C(C)Sc1nc2c(c(=O)[nH]c(=O)n2C)n1CCc1ccccc1 (configuration not stated),-1&3
Cc1ccc(S(=O)(=O)NC(C)C(=O)Nc2ccc(C(N)=O)cc2)cc1 (configuration not stated),5
CC(C)C1Nc2ccc(C(=O)O)cc2C2C=CCC21 (configuration not stated),-37
O=C(Nc1sc2c(c1C(=O)O)CCC2)c1cccs1,-5
COc1cccc(CN2CCC(N3CCN(c4ccccc4)CC3)CC2)c1OC,11
Cc1ccc(S(=O)(=O)N2CCCCCC2)cc1C(=O)Nc1ccc(Br)cc1,-6
C=CCNC(=O)C(=O)NCC1CCNCC1,-3
O=S(=O)(NCc1ccco1)c1ccc2ccccc2c1,-1
CS(=O)(=O)Nc1ccc(-c2n[nH]c(=S)n2-c2ccccc2)cc1,-15
COc1ccc(CNC(=O)CCCCCn2c(SCC#N)nc3cc4c(cc3c2=O)OCO4)cc1,-4
Cc1c(C(=O)N2CCN(c3ccccc3)CC2)sc2ncnc(N3CCC(C)CC3)c12,10
CCOC(=O)c1nc(-c2ccccc2)n(-c2ccccc2)n1,5
CCOC(=O)C(C)(C)N(Cc1ccc(Cl)cc1)S(=O)(=O)c1ccc(Cl)c([N+](=O)[O-])c1,0
COc1ccccc1C1C(C(=O)OCC2CCCO2)=C(C)NC2=C1C(=O)CC(C)(C)C2 (configuration not stated),4
COc1cccc(NC(=O)CCN2CC(C)CC(C)C2)c1 (configuration not stated),-12
c1ccc2sc(N3CN(CCN4CCOCC4)CN(c4nc5ccccc5s4)C3)nc2c1,-3
CC(C)N(CCNC(=O)C1CCN(S(=O)(=O)N2CCOCC2)CC1)Cc1ccccc1,-4
CN(C)S(=O)(=O)c1ccc(C(=O)NCc2n[nH]c(=S)n2-c2cccc(Cl)c2)cc1,3
COc1cc(NC(=O)c2cc3nc(C)cc(C)n3n2)c(OC)cc1Cl,1
COc1cc(Cl)c(C)cc1NC(=O)COc1cc(C)nc(C(C)C)n1,4
CCC(C)(C(=O)NC1CCCCC1)N(C(=O)C1CCC(=O)N1)c1ccccc1 (configuration not stated),-6
N#CCSc1nc2ccccc2c(=O)n1CCC(=O)NCCc1ccccc1,-4

# (next part)
canonical_smiles,14-3-3 PPI
CCOC(=O)c1cc2c(c(CSc3nc4ccccc4c(=O)n3Cc3ccc4c(c3)OCO4)c1)OCOC2,-3
Cn1c(Cn2c(=O)sc3ccccc32)nnc1SCC(=O)NCc1ccc(F)cc1,0
O=C(Cc1c(F)cccc1Cl)N1CCN(C(=O)c2ccco2)CC1,-6
CCOc1ccc(NC(=O)c2cc3cccc(OC)c3oc2=O)cc1,0
Cc1ccc(/C(O)=C2\C(=N)N(c3ccccc3)C3=C(C(=O)CCC3)C2c2ccc([N+](=O)[O-])cc2)cc1 (configuration not stated),-5
Cc1ccc(N2COc3ccc(Br)cc3C2)cc1C,0
C=CCc1ccccc1OCCCCN1CCCC1,-5
O=C(NCCc1ccccc1)c1cnn2c(C(F)F)cc(C3CC3)nc12,-1

# An excerpt from above in order of the 14-3-3 PPI value, falling:
structure,14-3-3 PPI
Cn1c(Cn2c(=O)sc3ccccc32)nnc1SCC(=O)NCc1ccc(F)cc1,0
O=C(NCCc1ccccc1)c1cnn2c(C(F)F)cc(C3CC3)nc12,-1
CCOC(=O)c1cc2c(c(CSc3nc4ccccc4c(=O)n3Cc3ccc4c(c3)OCO4)c1)OCOC2,-3
Cc1ccc(/C(O)=C2\C(=N)N(c3ccccc3)C3=C(C(=O)CCC3)C2c2ccc([N+](=O)[O-])cc2)cc1 (configuration not stated),-5
O=C(Cc1c(F)cccc1Cl)N1CCN(C(=O)c2ccco2)CC1,-6

# Following part.
canonical_smiles,14-3-3 PPI
O=C(NC1CCCC1)C1CCCN(c2nc3ccccc3o2)C1 (configuration not stated),2
CCOc1ccc(N(CC(=O)NC2CCCC2)S(=O)(=O)c2c(C)noc2C)cc1,-3
Cc1ccc(NC(=O)c2cc(-c3ccc(F)cc3)nc3ccccc23)cc1F,-42
CCOC(=O)c1sc2ncnc(Nc3ccc(C)c(Cl)c3)c2c1C,1
O=S(=O)(c1ccc(-c2csc(N3N=C(c4cccs4)CC3c3ccc(F)cc3)n2)cc1)N1CCCC1 (configuration not stated),-96
O=c1c2cc3c(cc2[nH]c(=S)n1CCCN1CCN(c2ccccc2F)CC1)OCO3,0
CCOC(=O)c1c(C)nc(C)c(C(=O)OCC)c1-c1ccco1,-35
O=C(C1CC1)N1c2ccccc2Sc2ccccc21,0
Cc1ccc(C(C)C)c(OCc2ccc(-c3nnco3)cc2)c1,4
COc1cc(NS(=O)(=O)c2ccc(NC(=O)c3ccco3)cc2)ncn1,-8
C=CCn1c(N)c(C(=O)OC(C)(C)C)c2nc3ccccc3nc21,-1
COc1ccc(NC2CC(=O)N(c3ccccc3F)C2=O)cc1 (configuration not stated),-12
O=C(O)C1C2CC=CC2c2cc(Oc3ccccc3)cc3c2N1CC1CC=CC31 (configuration not stated),-136
CCc1ccc(CNC(=O)c2cn(CC(C)C)c(=O)c3c2c2ccccc2n3C)cc1,1
CCC(=O)c1ccc(N2CCN(C(=O)c3ccc(Br)cc3)CC2)c(F)c1,-9
O=C(O)CN(CCN(CC(=O)O)CC(=O)O)CCN(CC(=O)O)CC(=O)O,-6
N#Cc1cc2c(=O)n3ccccc3nc2n(Cc2cccnc2)c1=N,-12
CCOCCCNC(=O)c1ccc2c(c1)ncn2-c1cc(Cl)ccc1OC,-45
O=C(Cn1cnc2c(nnn2-c2ccc(F)cc2)c1=O)NCc1ccco1,2
NC(=O)c1cc[n+](CC(=O)N2CCCCCC2)cc1,-1
CCOCCCNC(=O)c1ccc2c(c1)NC(=O)CS2,-10
C[n+]1cc(-c2ccc3ccccc3n2)cc2ccccc21,8
CCC1=Nc2cc(C(=O)NCCCN3CCCCC3C)ccc2Sc2ccc(C)cc21 (configuration not stated),-41
Cc1ccc(S(=O)(=O)N=C(CN2CCCCC2)N2CCCCC2)cc1,2
O=C(O)CSCCc1ccccn1,-23
CCOC(=O)c1c(C2COc3ccccc3O2)csc1NC(=O)c1ccc(OC)c(OC)c1 (configuration not stated),-1
C#CCS(=O)(=O)c1cccc2cccnc12,-13
O=C(Nc1ccc2c(c1)nc1n2CCOC1)c1ccco1,-9
CC1CC(=O)C(CC(=O)O)C1C[N+](=O)[O-] (configuration not stated),30*
COc1ccc(C2=NN(C(=O)CCC(=O)O)C(c3cc4cccc(C)c4nc3Cl)C2)cc1 (configuration not stated),-9
COc1ccc(OCC(=O)Nc2ccc(N3CCOCC3)c(Cl)c2)cc1,-7
Cc1ccc(NC(=O)Nc2ccc(F)cc2)nc1,1&2
Cc1ccc(-c2nc3ccc(Cl)cn3c2Nc2ccc3c(c2)OCCO3)cc1,-1
O=C(COC(=O)c1c2c(nc3ccccc13)CCCC2)Nc1ccc2c(c1)OCO2,-11
CCOC(=O)c1ccc(NC(=O)Oc2ccccc2)cc1,2
COc1ccc2[nH]c(=O)c(C(c3nnnn3C3CCCC3)N(C)C3CCCCC3)cc2c1 (configuration not stated),-4
Cc1c(C(=O)Nc2ccc(S(=O)(=O)N3CCCC(C)C3)cc2)oc2ccccc12 (configuration not stated),-20
CCOc1ccc2nc(NC(=O)c3ccc(Cl)cc3[N+](=O)[O-])sc2c1,3
CC(=NCCN1CCNCC1)C1=C(O)CC(C)(C)CC1=O,-4
CCOC(=O)C(C)Sc1nnc2n1C(C)(C)Cc1ccccc1-2 (configuration not stated),-8
CCN(CC)c1nc(Nc2ccc(Cl)cc2)nc(OCC#N)n1,0
COc1ccc(-c2cc(C(F)(F)F)nc(N3CCN(c4ccccc4)CC3)n2)cc1OC,11
CC(c1cccnc1)N(C(=O)Nc1ccccc1)C1CCCCC1 (configuration not stated),3
CCc1c(C)sc(NC(=O)c2cc(-c3ccc(F)cc3)on2)c1C#N,0
Cc1[nH]c2ccccc2c1SCCNC(=O)c1cccs1,-12
O=[N+]([O-])c1cc(Br)c(O)c(C=NCC23CC4CCC(CC(C4)C2)C3)c1,-3
COCC(=O)Nc1nc2c(s1)C(=O)CC(C)(C)C2,0
CC1CCCC(C)N1S(=O)(=O)c1cccc([N+](=O)[O-])c1 (configuration not stated),-11
